Compound activity as filed in PubChem BioAssay.
Autophagy mod: alters autophagy in cells | MEF GFP-LC3 puncta imaging; test concentration mostly 10 µM | calls only at 10 µM (by protocol) | 0.98% of 190,000 active;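 active = percentage of spot-positive cells more than 3 SD above its plate mean, without a fluorescence outlier flag or 80% toxicity; inconclusive = no clear call, values can overlap the other calls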;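 also: spot-positive cell cutoff set from DMSO-treated cells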
WT yeast gro inh: growth inhibition of WT yeast, mitochondrial fusion screen | 2.1% of 190,000 active | inhibition, % at 10 µM | mitochondrial fusion phenotypic screen, WT strain; in the data active = inhibition above about 58%; tested in S. cerevisiae
UTI89 phage lysis: protection from phage-mediated lysis, alamar blue read-out – E. coli UTI89, K1F phage, bacterial capsule biogenesis inhibitors (AID 488966); E. coli UTI89 K1F phage lysis, alamar blue, 2 h; higher % means a stronger effect; inhibition, % at 100 µM, or IC50 in µM where a hit was titrated; 0.02% of 340,000 active;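 active = phage lysis inhibition, versus mean bacterial control, above a set limit; inconclusive = no clear call, values can overlap the other calls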;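 also: capsule biogenesis inhibitors block K1F phage lysis so surviving cells raise fluorescence; higher fluorescence means more inhibition of phage lysis; actives were called in the ten point dose series up to 300 µM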
NTR1 agonist: NTR1-driven beta-arrestin-GFP spot formation – imaging, U2OS cells, high content, primary screen (AID 493036); agonist mode; activation, % at 20 µM; 0.17% of 330,000 active;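 active = activation at or above 40% of the spot to cytoplasm intensity ratio, with at least 20 cells analyzed; inconclusive = wells under 20 cells, flagged as cytotoxic or low count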;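 also: 0% = DMSO without peptide and 100% = 100 nM NTR1 peptide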
Target sequence (P30989 whole entry, looked up): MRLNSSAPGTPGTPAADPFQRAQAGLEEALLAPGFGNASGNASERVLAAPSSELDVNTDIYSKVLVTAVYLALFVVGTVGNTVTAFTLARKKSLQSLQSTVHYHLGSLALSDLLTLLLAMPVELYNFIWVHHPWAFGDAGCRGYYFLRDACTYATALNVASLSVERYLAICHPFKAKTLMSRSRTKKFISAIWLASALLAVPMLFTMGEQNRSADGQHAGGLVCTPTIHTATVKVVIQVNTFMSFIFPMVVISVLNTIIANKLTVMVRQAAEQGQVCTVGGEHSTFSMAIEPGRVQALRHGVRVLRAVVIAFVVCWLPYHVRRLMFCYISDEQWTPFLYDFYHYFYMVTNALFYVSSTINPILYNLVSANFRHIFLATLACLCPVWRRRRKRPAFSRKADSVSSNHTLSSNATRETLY
LYP phosphatase: PTPN22 lymphoid phosphatase activity blockers – biochemical, fluorescence intensity, uHTS (AID 1779) | recombinant LYP phosphatase, fluorescence intensity; higher % means a stronger effect | inhibition, % at 11.5 µM; hits with a dose series show IC50 in µM | 0.054% of 290,000 active; in the data active = inhibition above about 50%;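 also: plate controls were vehicle with enzyme for no effect and no enzyme for full effect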
NS5 inhibitors: flavivirus cap methylation enzyme inhibition – biochemical, confirmation dose response, primary screen (AID 588689). Dengue-2 NS5 methyltransferase capping enzyme assay, biochemical; higher % means a stronger effect. inhibition, % at 25 µM; hits with a dose series show IC50 in µM. 0.3% of 340,000 active; in the data active = a potency from the dose series; inconclusive = inhibition above about 29% without an active follow-up result
GPR35 antagonists: inhibition of zaprinast-stimulated GPR35 beta-arrestin translocation – imaging, U2OS, beta-arrestin-GFP, zaprinast agonist, primary screen (AID 2058); U2OS GPR35 beta-arrestin-GFP translocation imaging, zaprinast antagonism; higher % means a stronger effect; inhibition, % at 10 µM; hits with a dose series show IC50 in µM; 0.052% of 290,000 active;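 active = inhibition of at least 50% with at least 30 cells and total cytoplasm GFP at most 10,000,000; inconclusive = under 30 cells or total GFP of 10,000,000 plus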
AID2073: inhibitors of Mint1-CaV2.2 protein interaction, biochemical, HTRF (AID 2073) | inhibition, % at 20 µM; hits with a dose series show IC50 in µM | HTRF protein-protein interaction, Mint1-CaV2.2; higher % means a stronger effect | 0.19% of 290,000 active; in the data active = inhibition mostly above about 51%, no sharp cut-off; inconclusive = no clear call, values can overlap the other calls; inactive = mostly below about 53%; also: some results filed as inactive read as strong as hits
RSV CPE inhibition: RSV antiviral activity via CPE protection, HEp-2 cells, primary 10 µM value included (AID 2391). HEp-2 cells, RSV-induced CPE inhibition; higher % means a stronger effect. one-dose CPE inhibition, % at 10 µM; IC50 in µM for titrated hits. 0.13% of 310,000 active; in the data active = a potency from the dose series; inconclusive = CPE inhibition mostly from about 23% at the one dose, without a potency; inactive = the rest, 99 in 100 with CPE inhibition below about 21%; also: strong numbers were not always called active
WT yeast gro inh mutant strain: recorded beside WT yeast gro inh, whose call it bears; inhibition, %; mitochondrial fusion phenotypic screen, mutant strain inhibition
Autophagy mod cell loss 18 h: recorded beside Autophagy mod, whose call it bears; toxicity, %; measured here: cell loss, nuclei count;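 cell loss after 18 h compound exposure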
NTR1 agonist cell count 20 µM: second read-out of NTR1 agonist, no call of its own (marks repeat the call); cell count; measured here: cell count, cytotoxicity flag
NS5 inhibitors pilot replicate: further read-out of NS5 inhibitors, marked with its call; inhibition, %; measured here: pilot screen replicate inhibition
Starred values were filed as active, the others as inactive; i = inactive; ? = inconclusive; nt = not tested or not shown; [ ] = another dose, or the depositor's remark.

SMILES	Autophagy mod	Autophagy mod cell loss 18 h	WT yeast gro inh	WT yeast gro inh mutant strain	UTI89 phage lysis	NTR1 agonist	NTR1 agonist cell count 20 µM	LYP phosphatase	NS5 inhibitors	GPR35 antagonists	AID2073	RSV CPE inhibition	others
COc1ccccc1C(=O)N1CCN(C(=O)c2ccncc2)CC1	i	2	-5	7	-0.2%	-1.0	64	-5%	2%	-3%	37%	-0.5%
COc1cccc(OCC(O)CN2CC(C)CC(C)C2)c1 (stereo not given)	nt	nt	-5	8	0.8%	3.6	40	-5%	-1%	4%	-17%	0.2%
O=C(C1CCCO1)N1CCN(C(c2ccccc2)c2ccccc2)CC1 (stereo not given)	i	-6	-3	10	0.7%[50 µM]	2.0	47	-6%	2%	3%	-2%	2.2%
COc1ccc(NC(=O)c2cc(-c3ccccc3O)n[nH]2)cc1Cl	nt	nt	nt	nt	1.1%[50 µM]	-0.4	102	-6%	-5%	3%	32%	2.4%
Cc1cc(N(C(=O)c2ccco2)C(C(=O)NC2CCCCC2)c2ccccc2)ccc1-n1cnnn1 (stereo not given)	i	4	-5	-2	-1.5%	2.8	44	-6%	-6%	18%	2%	0.4%
C=CCNC(=O)c1ccccc1NC(=O)C1COc2ccccc2O1 (stereo not given)	i	6	-11	19	1.4%	3.6	83	-6%	nt	5%	12%	22%
CC1(C)Cc2ccccc2-c2nnc(-c3ccccc3)n21	i	13	15	10	0.6%	-1.8	79	0%	2%	-5%	-7%	1.5%	NS5 inhibitors pilot replicate=-1.1
Cc1nn(-c2ccccc2)c2ncc(C(=O)c3cc(Cl)ccc3O)cc12	i	-6	20	3	-1.5%	5.3	51	1%	-2%	1%	16%	?
Cc1ccc(Nc2cnn(C34CC5CC(CC(CC(=O)O)(C5)C3)C4)c(=O)c2Cl)cc1	i	5	-7	-6	0.4%	1.2	44	-3%	0%	2%	4%	0.4%
CCn1c(SCC(=O)NCc2ccco2)nc2c(c1=O)SC(C)C2 (stereo not given)	i	-2	2	-5	0.1%	-0.3	61	4%	15%	-3%	-1%	1.7%
S=c1[nH]cnc2scc(-c3ccc(Cl)cc3)c12	nt	nt	nt	nt	nt	3.0	48	-1%	nt	4%	-35%	1.1%
COC(=O)COc1cccc2c(=O)n(CC(=O)NCCc3ccccc3)ccc12	i	9	-7	-15	1.4%	3.7	69	-4%	-4%	-3%	14%	1.0%
COc1ccc(NC(=O)CS(=O)CC(=O)Nc2ccc(F)cc2F)cc1 (stereo not given)	nt	nt	nt	nt	0.4%	-0.3	59	-13%	-2%	-8%	8%	-1.0%
N#Cc1cccc2c1-c1ccccc1/C2=N/NC(N)=S	nt	nt	nt	nt	0.1%	3.3	91	-6%	2%	-2%	-8%	-0.9%
O=C(NCc1ccc(-c2nc3ccccc3s2)cc1)c1ccc(Br)o1	i	2	-1	-5	2.2%	0.4	41	6%	1%	-18%	11%	1.9%
CC(C)N(Cc1ccccc1)S(=O)(=O)c1cccs1	nt	nt	nt	nt	0.2%	0.6	64	-6%	-3%	0%	-10%	3.2%
CCN(Cc1ccccc1)C(=O)c1ccc(C)c(S(=O)(=O)N2CCCCC2)c1	nt	nt	nt	nt	0.2%[50 µM]	2.4	62	nt	1%	nt	nt	0.0%
c1ccc(-c2nnc(CN3CCN(c4ccccc4)CC3)o2)cc1	i	-2	-17	9	-0.1%	-0.7	61	-9%	-8%	-9%	2%	0.2%
Cc1cc(C)cc(NC(=O)CN2C(=O)NC(C)(c3ccccc3)C2=O)c1 (stereo not given)	i	-2	-4	1	0.0%	1.4	50	-10%	-3%	-2%	-5%	3.3%
Cc1cccc(Nc2ccc([N+](=O)[O-])cc2C(=O)O)c1	i	-1	-6	2	-1.2%[50 µM]	1.3	76	1%	-3%	-10%	12%	4.0%
CC1(C)COC(Cn2c3ccccc3c3ccccc32)O1 (stereo not given)	nt	nt	nt	nt	0.6%	0.1	32	-5%	3%	2%	-16%	nt
Cc1cccc(OCC(=O)NC(=S)NNC(=O)c2ccncc2)c1	nt	nt	nt	nt	0.4%	1.2	81	-12%	-17%	17%	14%	0.4%
O=C(CN(c1ccccc1)S(=O)(=O)c1ccccc1)N1CCN(Cc2ccc3c(c2)OCO3)CC1	i	9	23	17	0.5%	-0.8	44	-1%	-6%	-6%	-2%	-0.8%
CC(C)[C@H](NS(=O)(=O)c1ccccc1)C(=O)OCC(=O)N1N=C(c2ccc(Cl)cc2)CC1c1ccco1 (stereo not given in full)	i	-4	33	-5	2.6%	3.0	49	12%	-4%	-3%	14%	?
O=c1c2cc(NC(=S)N3CCCCC3)ccc2nc2n1CCCCC2	i	9	6	10	-0.3%	3.0	65	2%	-1%	2%	32%	2.2%
CCOC(=O)C1=C(C)N=C2SC(C(=O)OC)=CC(=O)N2C1c1cccc(OC)c1 (stereo not given)	i	-4	-7	-10	1.1%	3.0	58	4%	-4%	10%	0%	2.5%
CNS(=O)(=O)c1cc(NC(=O)c2cccc3cccnc23)ccc1C	nt	nt	nt	nt	0.1%	2.4	48	-1%	-4%	3%	9%	16%
CCOC(=O)C1=NN(c2ccc(OC)cc2)C2C(=O)N(c3ccccc3OC)C(=O)C12 (stereo not given)	nt	nt	nt	nt	-0.8%	0.4	43	-2%	-5%	0%	10%	-0.1%
CCc1c(O)nc(SCC(=O)Nc2nc3ccccc3s2)n(-c2ccccc2)c1=O	nt	nt	nt	nt	0.5%	-0.7	53	5%	-5%	6%	1%	15%
CSc1cccc(NC(=O)CCNC(=O)c2ccco2)c1	i	-5	-8	13	0.4%	-0.2	60	-12%	-5%	-18%	11%	-1.6%
O=C(Nc1ccc(Cc2ccncc2)cc1)C1CC1	i	1	-9	-11	0.3%	0.2	49	-4%	0%	4%	-1%	2.6%
COc1ccc(CNC(=O)C2CCN(S(=O)(=O)c3c(C)noc3/C=C/N(C)C)CC2)cc1	nt	nt	nt	nt	0.3%	1.0	61	0%	-16%	18%	8%	-0.4%
O=C1C(=O)N(Cc2ccncc2)C(c2ccccc2F)/C1=C(\O)c1ccc2c(c1)OCCO2 (stereo not given)	nt	nt	nt	nt	0.4%	0.3	65	-2%	4%	-8%	23%	0.6%
Cn1cccc1C(=O)NC(=O)COC(=O)c1ccccc1O	i	-6	-5	-2	-0.2%	1.7	89	2%	-7%	15%	18%	2.5%
CN(CC(=O)Nc1ccccc1C(=O)NC1CC1)Cc1ccco1	nt	nt	nt	nt	0.2%[50 µM]	-1.4	77	nt	-1%	nt	nt	-0.1%
COc1ccccc1CNC(=O)C(=O)Nc1ccc(C(=O)N2CCC(C)CC2)cc1	nt	nt	nt	nt	-1.1%	0.7	46	-8%	-1%	12%	9%	13%
COc1cccc(CNC(=O)CCC2CCCN(C(=O)c3ccccc3N(C)C)C2)c1 (stereo not given)	nt	nt	nt	nt	-0.1%	1.4	80	-10%	-5%	4%	8%	-0.1%
COc1ccccc1-c1ccc(SCC(=O)Nc2cc(C)on2)nn1	i	-18	8	-9	0.5%	-0.4	72	-6%	-5%	11%	-9%	1.4%
COCCn1c(N2CCCC2)nc2c1c(=O)[nH]c(=O)n2C	nt	nt	nt	nt	0.2%	-0.7	57	-6%	4%	5%	-1%	1.3%
CCOC(=O)c1cccc(NC(=O)c2cc3ccccc3o2)c1	nt	nt	nt	nt	-0.4%	3.2	50	-5%	nt	3%	14%	8.9%
CN1CC(c2ccccc2Cl)C2(COc3ccccc3C2=O)C12C(=O)Nc1ccccc12 (stereo not given)	i	1	59*	12*	-2.0%	10	71	8%	-6%	-12%	0%	?
COC(=O)C1=C(C)NC(C)=C(C(=O)OCC2CCCO2)C1c1ccc(Cl)c([N+](=O)[O-])c1 (stereo not given)	nt	nt	nt	nt	-0.1%	1.7	45	-8%	-5%	9%	86%	4.8%
CC(=O)N(C(C)=O)c1ncnc2c1c(-c1ccc(Cl)cc1)nn2C(C)(C)C	i	12	-11	-7	-0.3%	6.8	25	-6%	10%	-15%	12%	6.1%
Cc1ccccc1OCc1nnc(SCC(=O)Nc2ccc3nc(SCC(=O)NC(C)(C)C)sc3c2)n1C	i	34	11	6	0.3%	8.1	43	7%	-4%	19%	0%	1.4%
CCOc1cc(-c2nc(C)c(C(C)=O)n2O)ccc1OCC(=O)Nc1cccc(C)c1	i	9	62*	34*	0.2%	-0.1	56	-3%	-1%	-14%	13%	3.2%
Cc1c(/C=C2\SC(=O)N(CC(=O)Nc3ccc4c(c3)OCO4)C2=O)c2ccccc2n1C	i	-13	2	-14	0.4%	1.2	37	-3%	5%	20%	18%	1.4%
CC1(C)Cc2c(sc3nc4n(-c5ccccc5)cnn4c(=O)c23)CO1	nt	nt	nt	nt	-1.1%	2.6	35	-6%	-6%	1%	3%	0.4%
COc1ccccc1NC(=S)NNC(=O)c1c(Cl)c(C)nn1C	i	-27	65*	7.7*	14%	2.6	85	-6%	-7%	-1%	-36%	0.6%
O=C(O)CN=C1CC(c2ccccc2)CC(=O)/C1=C(/O)CCCN1C(=O)c2ccccc2C1=O (stereo not given)	i	11	11	-3	nt	0.0	49	-7%	nt	-23%	-11%	-1.6%
COc1ccccc1N1CCN(CCCn2c(=S)[nH]c3ccccc3c2=O)CC1	nt	nt	nt	nt	0.7%[50 µM]	-0.8	38	-6%	-8%	-1%	-29%	5.0%
Cc1c(NC(=O)CN2C(=O)c3ccccc3S2(=O)=O)c(=O)n(-c2ccccc2)n1C	i	2	1	-20	2.8%[50 µM]	0.0	51	-8%	3%	-10%	-9%	0.9%
COc1cc([N+](=O)[O-])ccc1NC(=O)Nn1cnnc1	nt	nt	nt	nt	0.1%	0.8	75	-4%	-4%	3%	-1%	0.5%
N#Cc1nc(Cc2ccccc2)oc1NCc1ccccc1	i	-2	0	-10	-0.5%	-1.7	68	-5%	-2%	12%	16%	1.1%
O=C(NCCCCc1ccccc1)C1CC(c2cc(C(F)(F)F)cc(C(F)(F)F)c2)=NO1 (stereo not given)	nt	nt	nt	nt	-0.3%	-4.5	91	1%	2%	0%	-7%	-0.1%
Cc1ccc2c(c1)C1(SCCS1)C(=O)N2	i	-1	-1	2	-0.4%	6.0	78	-3%	-2%	18%	-1%	2.6%
